Source: PubChem (several laboratories)
GSK3A inh – blockers of GSK3A enzyme activity – biochemical, luminescence, cell-free homogeneous, HTS, primary screen | Glycogen synthase kinase-3 alpha (Homo sapiens), P49840 | GSK-3 alpha kinase, ADP-Glo luminescence, 60 min | inhibition, % at 10 µM | actives 0.1% (n = 320,000);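 in the data active = inhibition above about 50%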;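 also: GST-tagged GSK-3 alpha with peptide substrate and 25 µM ATP; 0% = DMSO neutral wells and 100% = GW8510 positive control wells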
Target sequence (P49840 whole entry, looked up): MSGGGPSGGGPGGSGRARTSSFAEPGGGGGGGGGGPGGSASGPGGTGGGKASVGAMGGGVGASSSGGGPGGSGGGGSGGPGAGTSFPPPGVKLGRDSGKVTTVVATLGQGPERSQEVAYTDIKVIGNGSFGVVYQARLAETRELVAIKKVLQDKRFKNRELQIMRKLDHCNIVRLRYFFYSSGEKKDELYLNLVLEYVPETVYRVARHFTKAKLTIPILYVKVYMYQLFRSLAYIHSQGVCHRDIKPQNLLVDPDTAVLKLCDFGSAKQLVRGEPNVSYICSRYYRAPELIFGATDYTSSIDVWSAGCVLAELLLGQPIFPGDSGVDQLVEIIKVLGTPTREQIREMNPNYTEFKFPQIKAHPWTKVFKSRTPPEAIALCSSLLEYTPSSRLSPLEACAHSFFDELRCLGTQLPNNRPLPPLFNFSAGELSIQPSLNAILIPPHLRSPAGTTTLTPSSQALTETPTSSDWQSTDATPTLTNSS
Platelet DG rel – inhibitors of platelet dense granule secretion, primary screen, cell-based, MLPCN, human platelets. human platelet-rich plasma, SFLLRN dense granule ATP release, luminescence. inhibition, %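 (compounds screened at 7.5 µM in platelet-rich plasma)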. actives 0.22% (n = 300,000). AID 1663, 2009;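 active = mean replicate score, as percent of positive control, at or above 50; inconclusive = mean below 50 but at least one replicate at or above 50; inactive = mean and every replicate below 50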
GSK3beta inhib – human GSK3beta kinase inhibitors, primary screen, biochemical, cell-free homogeneous, HTS | Glycogen synthase kinase-3 beta (Homo sapiens), P49841 | GST-GSK3beta kinase, ADP-Glo luminescence, 60 min; stronger effect = lower value | activity score (negative = inhibition), % at 10 µM | actives 0.038% (n = 300,000);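 active = more than half of replicate wells score below -50%, meaning over 50% inhibition versus plate controls; inconclusive = some replicates but at most half score below -50%; inactive = no replicate scores below -50%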;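 also: 0% = median DMSO wells and -100% = median GW8510 positive control wells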
Target sequence (P49841 whole entry, looked up): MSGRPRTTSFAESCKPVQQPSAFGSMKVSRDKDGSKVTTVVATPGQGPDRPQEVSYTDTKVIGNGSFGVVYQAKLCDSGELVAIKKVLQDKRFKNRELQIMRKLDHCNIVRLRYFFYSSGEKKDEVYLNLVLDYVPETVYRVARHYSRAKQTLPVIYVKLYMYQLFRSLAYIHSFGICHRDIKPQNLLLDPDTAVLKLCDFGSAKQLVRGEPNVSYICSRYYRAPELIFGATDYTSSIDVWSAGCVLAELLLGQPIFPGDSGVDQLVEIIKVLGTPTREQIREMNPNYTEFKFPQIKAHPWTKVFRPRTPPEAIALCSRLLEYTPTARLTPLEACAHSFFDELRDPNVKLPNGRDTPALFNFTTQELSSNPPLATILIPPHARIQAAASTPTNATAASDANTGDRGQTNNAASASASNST
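Test system: GST-fused GSK3beta enzyme, cell-free | Quantity: 1.6 ng GST-GSK3beta enzyme per well | Reagent: 25 µM ATP with peptide substrate | Schedule: 60 min enzyme reaction, room temperature | Signal: Luminescent ADP-Glo measurement of ADP formed | Read-out basis: Score relative to plate controls | Control set: DMSO and 20 µM GW8510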
AI-2 QS modul – Vibrio harveyi AI-2 quorum sensing modulators, primary screen, JMH597 strain, luminescence/OD600 ratio | Vibrio harveyi JMH597 AI-2 luminescence/OD600 ratio, 9 h; stronger effect = lower value; strain lacks LuxN and CqsS sensors; 0 = neutral-control median | activity change, % at 7.5 µM | actives 0.4% (n = 300,000) | AID 2094, 2009; in the data active = activity change below about -75%, passing the limit was not always enough; inconclusive = no clear call, values can overlap the other calls;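 also: luminescence divided by OD600 gain over 9 h not by final OD600 alone; inactives centre near 13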
HSF1 inhib – HSF1 inhibitors in luciferase reporter cells, primary screen, cell-based, NIH3T3, luminescence; AID 2098, 2009; activity change, negative = inhibition, % at 7.5 µM (by protocol); actives 0.77% (n = 300,000); NIH3T3-HGL HSE-luciferase, MG132-induced, luminescence 8 h; stronger effect = lower value;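 active = more than half of replicate wells show activity change below -50%, luminescence cut by over half; inconclusive = some wells, but at most half, below -50%; inactive = no replicate well below -50%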;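 also: luciferase reports HSF-1 transcriptional activity via heat shock element; 0% = median of DMSO wells and -100% = zero luminescence signal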
PolyA inhibitor – polyadenylation inhibitors in yeast reporter cells, primary screen, luminescence, S. cerevisiae; S. cerevisiae SKY197-pL101 polyadenylation reporter, beta-gal luminescence; efflux-impaired pdr1/pdr3 knockout yeast; score 100 = 6 SD above DMSO; calls only at 12 µM; actives 0.02% (n = 300,000); AID 1875, 2009;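 active = lowest replicate activity score at least 50, where 100 means six control SD above control mean; inconclusive = lowest score under 50 but half or more replicates reach 50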;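 also: yeast exposed to compound for 9 h at 30 °C; higher score means more reporter readthrough which indicates perturbed polyadenylation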
HSP90 inh – HSP90 inhibitors, primary screen, cell lysate, luminescence | Heat shock protein HSP 90 (rabbit reticulocyte lysate; luciferase refolding) | Rabbit reticulocyte lysate, luciferase refolding luminescence, 3 h | inhibition, % at 5.6 µM | actives 0.91% (n = 290,000) | AID 1789, 2009;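 active = inhibition above the screen-wide mean plus 3 SD, computed separately per campaign, cut at about 16% in these data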;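 also: 0% = DMSO wells and 100% = 60 µM geldanamycin wells; inhibitors lower the luminescence because luciferase stays unfolded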
HSF-1 act – HSF-1 activators, primary screen, NIH3T3-HGL cells, MG132 stress, luminescence, single point. actives 1.7% (n = 300,000). activation, % at 9 µM. NIH3T3-HGL HSF-1 luciferase reporter, 8 h; 100% = twice DMSO control signal. AID 504408, 2011;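 active = mean replicate activation of at least 50% with a set share of replicates each reaching 50%; inconclusive = only one of those two conditions met; inactive = mean below 50% and too few replicates reaching it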;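 also: 0% = median of the neutral control wells and 100% = twice that signal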
HDAC3 inh – HDAC3 deacetylase inhibitors, primary screen, biochemical, fluorescence, cell-free homogeneous. Histone deacetylase 3 (Homo sapiens), O15379. recombinant HDAC3, fluorogenic peptide/trypsin coupled. inhibition, % at 8.3 µM. actives 0.15% (n = 320,000); in the data active = inhibition above about 26%, passing the limit was not always enough; inconclusive = no clear call, values can overlap the other calls
Dyrk1A ADPGlo – rat Dyrk1A kinase inhibitors, primary screen, biochemical, single point, plate reader. Dual specificity tyrosine-phosphorylation-regulated kinase 1A (Rattus norvegicus), Q63470. ADP-Glo luminescence, NFATc1 peptide. inhibition, % at 12.5 µM. actives 0.43% (n = 310,000). AID 504441, 2011; in the data active = inhibition above about 50%;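 also: plate controls were vehicle with enzyme for no effect and no enzyme for full effect; many of its hits are not listed in these tables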
* hit, by the source's call; i = inactive; ? = inconclusive; nt = no result given. A portion of the library; rates above refer to the full screens.

SMILES	GSK3A inh	Platelet DG rel	GSK3beta inhib	AI-2 QS modul	HSF1 inhib	PolyA inhibitor	HSP90 inh	HSF-1 act	HDAC3 inh	Dyrk1A ADPGlo
CCOC(=O)C1CCN(c2nc(-c3ccc(C)cc3)nc3ccccc23)CC1	-1	-1	-9	21	1	i	-4	-16	0	nt
O=C(COC(=O)c1cccc(S(=O)(=O)N2CCCCC2)c1)NC1CCCc2ccccc21 (centres undefined)	-1	4	-2	17	-6	i	1	-11	6	0
COC1=C/C(=C/c2c(O)c(C#N)c3ccccn23)C=CC1=O	nt	19	3	28	-6	i	26*	-17	-5	27
CC(C)(C)CN1CCN(Cc2nc(-c3ccc(F)cc3)cs2)CC1CCO (centres undefined)	-7	-3	3	14	-7	i	-4	9	-5	-6
Cn1c(=O)c2c(SCc3ccccn3)nc(C3CC3)nc2n(C)c1=O	0	-1	0	12	2	i	1	5	-3	0
CCN(CC)c1ccc(NC(=O)Cn2cc3c(n2)CCC(C)C3)c(C)c1 (centres undefined)	-3	9	1	20	4	i	-1	8	17	-16
COc1ccc(OCc2cc(C(=O)O)c(C)o2)cc1	-2	-2	0	48	5	i	55*	16	4	nt
Cc1ccc(C(=O)COC(=O)CNC(=O)c2cccs2)cc1	-1	0	-3	44	0	i	0	-11	-4	5
Cc1c(O)nc(SCC(=O)Nc2ccc3c4c(cccc24)CC3)n(-c2ccccc2)c1=O	-1	4	2	7	13	i	-5	44	0	-9
CCC(C)N1CC23C=CC(O2)C(C(=O)OC)C3C1=O (centres undefined)	-4	-7	8	0	-3	i	-2	3	0	2
CCCOC(=O)c1ccc(NC(=O)CN(C)Cc2cccs2)cc1	-1	9	-1	-4	6	i	2	-2	-6	-7
COCC(=O)Nc1nnc(COc2ccc(Cl)cc2)s1	0	3	1	25	12	i	-2	19	-11	4
CCOC(CNC(=O)c1ccc2nc(N3CCC(C)CC3)sc2c1)OCC	-1	-2	0	23	?	i	6	-52	7	1
CCOC(=O)c1c(C)[nH]c(C(=O)OCc2ccccc2F)c1C	-4	0	-2	18	4	i	0	34	-7	-6
CCN1CCN(c2cc(C)c3cc(NC(=O)CCC(=O)Nc4ccc(OC)c(OC)c4)ccc3n2)CC1	0	5	3	10	-6	i	0	9	-4	6
CCC1CCCCN1C(=O)Cn1c(C(=O)OC)cc2sc(Cl)cc21 (centres undefined)	-3	-3	0	18	-5	i	-2	7	6	5
COC(=O)C(Cc1ccccc1)NC(=O)CNC(=O)c1ccccc1OC (centres undefined)	-1	-17	-10	14	-2	i	9	-29	-10	-8
Cc1nc(SCC(=O)NC2CCCC2)[nH]c(=O)c1C	0	-5	2	18	6	i	-2	-8	3	-7
COc1ccc(NS(=O)(=O)c2cccc(C(=O)NCC(c3ccccc3)N(C)C)c2)cc1 (centres undefined)	-1	2	1	20	3	i	nt	-19	-2	10
COC(=O)C1(C(C[N+](=O)[O-])c2ccco2)C(=O)NCC1c1ccccc1 (centres undefined)	-1	3	5	2	3	i	7	6	-5	-2
CN1CCc2c(sc(NC(=O)c3ccc(S(=O)(=O)N4CCCC4)cc3)c2C(N)=O)C1	-1	2	-1	13	-5	i	-5	-1	1	nt
CCN1CCN(c2nc3ccccc3nc2C(C#N)C(=O)OCc2ccccc2)CC1 (centres undefined)	1	20	1	6	1	i	0	1	4	5
O=C(Cn1cc(S(=O)(=O)Cc2cccc(F)c2)c2ccccc21)N1CCOCC1	-4	11	-1	18	4	i	-5	-11	5	-4
O=C(O)c1ccccc1NC(=S)NC(=O)c1cccc2ccccc12	-6	3	4	18	4	i	0	12	6	-2
COc1cccc(C(=O)Nc2nnc(-c3ccc(OC)cc3OC)s2)c1	-1	-5	-1	17	9	i	2	34	-2	-5
COC(=O)c1ccc(S(=O)(=O)N2CCCN(Cc3ccc(F)cc3)CC2)n1C	2	-1	1	6	-2	i	-2	-13	-1	nt
Cc1c(C(=O)O)sc2nc3n(c(=O)c12)CCC3	5	0	0	14	2	i	-3	10	0	7
CC(=O)N/C(=C\c1ccc(F)cc1)C(=O)NC(Cc1c[nH]c2ccccc12)C(=O)O (centres undefined)	-2	11	-5	15	-2	i	0	-16	0	0
CN(Cc1cccs1)C(=O)Cn1cnc2cc([N+](=O)[O-])ccc2c1=O	2	1	-1	28	-2	i	-3	1	0	21
COC(=O)Cc1[nH]nc2c1C(c1cccc(OC)c1OC)C(C#N)=C(N)O2 (centres undefined)	2	1	1	14	-3	i	0	-7	2	2
CC1CCCCC1NC(=O)c1cc(=O)[nH]c2ccccc12 (centres undefined)	1	7	0	13	-4	i	nt	2	7	-6
CC(=O)c1c(C)[nH]c(C(=O)Nc2ccccc2N2CCOCC2)c1C	3	2	0	37	-8	i	1	48	-4	12
Cc1nn(C)c(C(=O)N/N=C/c2ccncc2)c1Cl	0	5	4	17	-2	i	-8	-16	-2	6
CCN(CC(=O)Nc1c(F)cccc1F)C(=O)c1ccc(=O)[nH]c1	nt	-9	2	13	-3	i	-7	6	-1	1
N=C1C(c2nc3ccccc3s2)=C(O)CN1c1ccccc1	2	0	-2	12	15	i	0	22	2	-1
COc1ccccc1N(C(=O)CNC(=O)c1ccco1)C(C(=O)NC1CCCC1)c1ccncc1 (centres undefined)	-1	1	-3	48	-7	i	-3	-2	-2	3
COc1ccccc1OCCCCN1CCN(C(c2ccccc2)c2ccccc2)CC1	0	-9	-2	19	11	i	1	15	12	10
Cc1nc(C)c(-c2ccc(SCc3ccc([N+](=O)[O-])cc3)nn2)s1	2	-26	2	5	28	i	-1	52*	-3	-2
CC(C)c1ccc(NC(=O)Cn2nnc(C(=O)NCc3ccco3)c2N)cc1	-1	26	4	3	-4	i	-2	4	-4	2
CC(C)C(=O)Nc1ccc(NC(=O)c2ccccc2Cl)nc1	-1	-5	0	-5	16	i	-3	15	-5	12

Taken from above:
N=C1C(c2nc3ccccc3s2)=C(O)CN1c1ccccc1 @ HSF-1 act: 22
CCCOC(=O)c1ccc(NC(=O)CN(C)Cc2cccs2)cc1 @ HSP90 inh: 2

Additional records
SMILES	GSK3A inh	Platelet DG rel	GSK3beta inhib	AI-2 QS modul	HSF1 inhib	PolyA inhibitor	HSP90 inh	HSF-1 act	HDAC3 inh	Dyrk1A ADPGlo
COc1ccccc1C(=O)Nc1ccccc1C(=O)N1C(C)CCCC1C (centres undefined)	nt	0	-2	9	-4	i	1	10	-2	2
Cc1ccc(NC(=O)CCOc2ccccc2C)cc1C	0	15	-1	-78*	10	i	4	19	-1	-8
Cc1ccnc(NC(=O)CNC(=O)c2ccco2)c1	1	1	1	35	-2	i	nt	2	-4	11
Cc1cc(C(=O)OCC(N)=O)c(C)n1-c1ccccc1	-2	-4	2	1	13	i	0	42	-6	-8
CN(C)CCN(C(=O)CCc1ccccc1)c1nc2c(F)cc(F)cc2s1	1	12	-2	15	-2	i	0	11	nt	nt
CCOc1cc(/C=C2/NC(=O)N(CC(=O)OC)C2=O)ccc1O	2	-7	-2	18	-6	i	-1	-26	7	-3
Cc1c(C(=O)O)cccc1-c1ccc(/C=C2/NC(=O)N(c3ccccc3)C2=O)o1	-1	-5	5	20	4	i	33*	-5	-7	7
COc1ccccc1CNC(=O)C1CCC(CNC(=O)[C@@H]2Cc3ccccc3CN2)CC1 (some centres undefined)	-1	-2	2	25	-2	i	-4	8	0	0
CCOC(=O)CSc1nnc(NC(=O)CN2CCN(C=O)CC2)s1	4	11	-3	0	1	i	-1	4	-3	0
CCSc1nc2ccccc2n1C(=O)Oc1ccccc1	-3	-5	0	-1	-11	i	-1	1	-3	7
Cc1cc(NCCCN)nc(-c2ccccc2O)n1	1	0	15	24	14	i	4	9	3	9
Cc1ccc(C2=NOC(c3nnc(-c4ccccc4)o3)C2)cc1 (centres undefined)	-5	-7	3	16	-3	i	nt	1	-3	0

An excerpt of these results, with the structure last:
GSK3A inh,Platelet DG rel,GSK3beta inhib,AI-2 QS modul,HSF1 inhib,PolyA inhibitor,HSP90 inh,HSF-1 act,HDAC3 inh,Dyrk1A ADPGlo,canonical_smiles
1,1,1,35,-2,i,nt,2,-4,11,Cc1ccnc(NC(=O)CNC(=O)c2ccco2)c1
-2,-4,2,1,13,i,0,42,-6,-8,Cc1cc(C(=O)OCC(N)=O)c(C)n1-c1ccccc1
1,12,-2,15,-2,i,0,11,nt,nt,CN(C)CCN(C(=O)CCc1ccccc1)c1nc2c(F)cc(F)cc2s1
2,-7,-2,18,-6,i,-1,-26,7,-3,CCOc1cc(/C=C2/NC(=O)N(CC(=O)OC)C2=O)ccc1O
-1,-5,5,20,4,i,33*,-5,-7,7,Cc1c(C(=O)O)cccc1-c1ccc(/C=C2/NC(=O)N(c3ccccc3)C2=O)o1
-1,-2,2,25,-2,i,-4,8,0,0,COc1ccccc1CNC(=O)C1CCC(CNC(=O)[C@@H]2Cc3ccccc3CN2)CC1 (some centres undefined)
4,11,-3,0,1,i,-1,4,-3,0,CCOC(=O)CSc1nnc(NC(=O)CN2CCN(C=O)CC2)s1
-3,-5,0,-1,-11,i,-1,1,-3,7,CCSc1nc2ccccc2n1C(=O)Oc1ccccc1
1,0,15,24,14,i,4,9,3,9,Cc1cc(NCCCN)nc(-c2ccccc2O)n1
-5,-7,3,16,-3,i,nt,1,-3,0,Cc1ccc(C2=NOC(c3nnc(-c4ccccc4)o3)C2)cc1 (centres undefined)
